Source: PubChem BioAssay
Platelet DG rel = modulates dense granule release in human platelets | human platelet-rich plasma, SFLLRN dense granule ATP release, luminescence | inhibition, %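 (compounds screened at 7.5 µM in platelet-rich plasma)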 | actives 0.22% (n = 300,000);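 active = mean replicate score, as percent of positive control, at or above 50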
TRPC4 PAM = allosteric potentiators of mouse TRPC4 channel. HEK293 TRPC4beta/mu-opioid, DAMGO EC20, Fluo-4 Ca2+ flux; active compounds read high. B-score at 10 µM. actives 0.42% (n = 310,000). AID 2227;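 active = B-score of calcium response area above 5 SD of library B-scores, with initial fluorescence ratio within 5 SD of library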;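 note: B-score of integrated fluorescence ratio over time as area under calcium response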
TRPC4 act = activators of mouse TRPC4 channel. HEK293 TRPC4beta/mu-opioid, Fluo4 calcium fluorescence; active compounds read high. Q9QUQ5. actives 0.49% (n = 310,000). AID 2237. B-score at 10 µM;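 active = B-score above 5 SD of library B-scores, and initial fluorescence ratio not above library mean plus 5 SD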;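 note: positive B-score marks a calcium rise read as TRPC4 activation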
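System – HEK293 cells stably co-expressing mouse TRPC4beta and mu-opioid receptor · Signal – Fluo4 calcium-sensitive dye fluorescence, kinetic, 1 Hz baseline · Benchmarks – buffer (low) and maximal DAMGO (high) · Read-out – B score of integrated fluorescence ratio per well · Incubation – dye loading 45 min room temperature, 110 s kinetic read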
hERG rescue = compounds protecting human hERG from proarrhythmic drug block | actives 0.51% (n = 310,000) | activation (rescue from dofetilide block), less the hit threshold, % at 10 µM | Q12809 | CHO-hERG, FluxOR thallium flux, dofetilide IC70 present;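 active = activation above the mean of controls blocked by dofetilide plus 5 SD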;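 note: thallium influx through hERG after potassium depolarization seen as dye fluorescence rise; in these data hits start at about 4.7%; inactives centre near -7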
KCNK3 inh = human KCNK3 channel inhibition, primary screen. actives 0.84% (n = 340,000). B-score at 10 µM. CHO-KCNK3 thallium flux, FluxOR fluorescence; active compounds read low. AID 602410;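 active = B-score under library mean minus 4 SD, starting fluorescence ratio at most library mean plus 5 SD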;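 note: more negative B-score means stronger inhibition of thallium flux through KCNK3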
Target sequence (O14649 whole entry, looked up): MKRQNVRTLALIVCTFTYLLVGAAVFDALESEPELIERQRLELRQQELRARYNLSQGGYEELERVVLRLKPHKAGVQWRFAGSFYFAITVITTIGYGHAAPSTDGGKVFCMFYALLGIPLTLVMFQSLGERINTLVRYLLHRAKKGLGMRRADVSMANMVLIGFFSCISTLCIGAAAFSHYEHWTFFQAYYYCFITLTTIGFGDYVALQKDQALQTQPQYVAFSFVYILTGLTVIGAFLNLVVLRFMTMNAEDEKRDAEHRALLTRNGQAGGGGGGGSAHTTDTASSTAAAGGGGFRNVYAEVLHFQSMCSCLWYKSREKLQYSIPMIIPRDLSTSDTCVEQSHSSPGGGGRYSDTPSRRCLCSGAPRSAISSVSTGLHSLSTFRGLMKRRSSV
KCNQ1 inh = blocks the human KCNQ1 potassium channel; P51787; CHO-K1 KCNQ1, FluxOR thallium flux fluorescence; active compounds read high; B-score at 10 µM; actives 1.3% (n = 310,000); AID 2642;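 active = compounds whose thallium flux B-score, printed positive for inhibition, exceeds three library SD while starting fluorescence stays within three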;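 note: channel opened by potassium depolarization with thallium stimulus after 20 min compound exposure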
Target sequence (P51787 whole entry, looked up): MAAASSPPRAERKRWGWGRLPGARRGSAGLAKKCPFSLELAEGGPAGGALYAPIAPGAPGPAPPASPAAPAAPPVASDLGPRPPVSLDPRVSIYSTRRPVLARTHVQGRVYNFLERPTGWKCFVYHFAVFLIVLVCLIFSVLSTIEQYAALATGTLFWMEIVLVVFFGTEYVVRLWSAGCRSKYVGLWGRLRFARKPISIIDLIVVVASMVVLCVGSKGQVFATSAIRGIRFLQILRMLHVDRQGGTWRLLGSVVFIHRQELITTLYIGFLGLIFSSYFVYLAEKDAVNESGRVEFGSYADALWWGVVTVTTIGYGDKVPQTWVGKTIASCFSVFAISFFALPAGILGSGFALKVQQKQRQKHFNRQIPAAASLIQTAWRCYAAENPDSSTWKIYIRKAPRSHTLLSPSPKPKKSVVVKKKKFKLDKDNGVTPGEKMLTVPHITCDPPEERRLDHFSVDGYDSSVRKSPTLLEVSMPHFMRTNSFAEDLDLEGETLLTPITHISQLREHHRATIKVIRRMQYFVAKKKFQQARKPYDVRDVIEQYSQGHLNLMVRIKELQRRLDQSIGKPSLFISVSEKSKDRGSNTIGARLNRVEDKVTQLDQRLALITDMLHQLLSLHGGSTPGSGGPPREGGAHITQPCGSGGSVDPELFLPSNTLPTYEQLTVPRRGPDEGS
DYRK1A inh = inhibitors of rat Dyrk1A kinase; Q63470; ADP-Glo luminescence, NFATc1 peptide; inhibition, % at 12.5 µM; actives 0.43% (n = 310,000); AID 504441; in the data active = inhibition above about 50%;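 note: plate controls were vehicle with enzyme for no effect and no enzyme for full effect; many of its hits are not listed in these tables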
TRPC4 inh = TRPC4 (mouse) channel inhibition. HEK293 TRPC4beta/mu-opioid, DAMGO-evoked Fluo4 calcium flux; active compounds read low. B-score at 10 µM. actives 0.39% (n = 300,000). AID 2247;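 active = B-score over 3 SD under the library average, no early fluorescence shift, positive overall ratio signal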
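Assay system – HEK293 line stably carrying TRPC4beta and mu-opioid receptor · Doses – single dose · Detection – Fluo4 calcium-dye fluorescence, kinetic read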
KCNK9 inh = blocks the human KCNK9 two-pore domain potassium channel; B-score at 10 µM; HEK293 KCNK9, FluxOR thallium flux fluorescence; active compounds read low; actives 1.2% (n = 310,000); AID 488922;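 active = ratio B-score over 3 SD below the library mean, with starting fluorescence within 5 SD of its mean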;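 note: negative B-score means less thallium flux so channel inhibition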
KCNQ1 pot = potentiates or activates the human KCNQ1 potassium channel; P51787; CHO-K1 KCNQ1, thallium flux FluxOR fluorescence; active compounds read high; B-score at 10 µM; actives 0.35% (n = 310,000);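 active = fluorescence ratio B-score, a plate-corrected score, at least three library SD, with initial intensity B-score within 5 SD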
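Doses: Single concentration per compound, DMSO matched to controls | Test system: KCNQ1-transfected CHO-K1 cells | Timing: 90 min dye loading and 20 min compound exposure, both at room temperature | Measured by: Kinetic FluxOR thallium fluorescence, 10-s 1-Hz baseline, 110-s post-stimulus read | Medium: Assay buffer with matched DMSO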
PolyA inh = yeast polyadenylation inhibition; S. cerevisiae SKY197-pL101 polyadenylation reporter, beta-gal luminescence; efflux-impaired pdr1/pdr3 knockout yeast; score 100 = 6 SD above DMSO; calls only at 12 µM; actives 0.02% (n = 300,000);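 active = lowest replicate activity score at least 50, where 100 means six control SD above control mean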;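 note: yeast exposed to compound for 9 h at 30 °C; higher score means more reporter readthrough which indicates perturbed polyadenylation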
Numbers without * were called inactive; i = inactive; · = not tested or not shown.

Values run as follows: Platelet DG rel, TRPC4 PAM, TRPC4 act, hERG rescue, KCNK3 inh, KCNQ1 inh, DYRK1A inh, TRPC4 inh, KCNK9 inh, KCNQ1 pot, PolyA inh
CS(=O)(=O)c1nc(-c2ccccc2)cc(C(F)(F)F)n1
→ 17, i, i, -26, i, i, 0, i, i, i, i
COc1ccc(C2CC(=O)N3C(=C2C#N)SCC3(O)c2ccccc2)cc1 (stereo not given)
→ -10, i, i, -12, i, i, 2, i, i, i, i
CC1=NN(C(=O)Cc2ccc([N+](=O)[O-])cc2)C(O)(c2cccnc2)C1 (stereo not given)
→ 3, i, i, -9, i, i, 5, i, i, i, i
Cc1nn(C(C)(C)C)c(OC(=O)c2cccs2)c1Sc1ccccc1
→ 0, i, i, -8, -12*, i, -7, i, -8.1*, i, i
N#Cc1ccccc1S(=O)(=O)N1CCN(CC(=O)NC(=O)NC2CCCCC2)CC1
→ 0, i, i, -21, i, i, 2, i, i, i, i
Cc1ccnc(NC(=O)c2cc3ccccc3o2)c1
→ 29, i, i, -2, i, i, 22, i, i, i, i
CC(C)C[C@H](NC(=O)Nc1cccc(Br)c1)C(=O)O
→ -6, i, i, -8, i, i, -3, i, i, i, i
CC(=O)c1ccc(N2CCN(C(=O)c3cccs3)CC2)c(F)c1
→ -1, i, i, 0, i, i, 2, i, i, i, i
Cc1cccc(N2CCN(C(=O)CCCn3c(=S)[nH]c4cc5c(cc4c3=O)OCO5)CC2)c1C
→ 5, i, i, -15, i, i, -2, i, i, i, i
O=C(O)C1CCN(C(=O)c2csc(-c3ccc4c(c3)CCO4)n2)CC1
→ -13, i, i, -9, i, i, ·, i, i, i, i
CC(C)(C)Cc1nnc(NC(=O)Cc2ccc([N+](=O)[O-])cc2)s1
→ 12, i, i, 0, i, i, 3, i, i, i, i
CCN(CC)c1ccc(NC(=O)Nc2ccc(C(C)=O)cc2)cc1
→ -4, i, i, -5, i, i, -1, i, i, i, i
CCNC(=O)CSc1nnc(CN2CCCCCC2=O)n1-c1ccccn1
→ 0, i, i, -7, i, i, -2, i, i, i, i
Cc1ccn(CCC(=O)O)n1
→ 1, i, i, -12, i, i, 2, i, i, i, i
O=C(CN1C2=NCCN2c2ccccc21)c1ccco1
→ 0, i, i, -14, i, i, 4, i, i, i, i
COCC(=O)Nc1nnc(COc2ccccc2)s1
→ -10, i, i, -6, i, i, 3, i, i, i, i
CCOC(=O)c1sc(NS(=O)(=O)c2ccccc2Cl)nc1C
→ -3, i, i, -22, i, i, -3, i, i, i, i
CCOC(=O)c1ccc(CNC(=O)c2cc(C(C)(C)C)oc2C)o1
→ -1, i, i, -9, i, i, 6, i, i, i, i
O=c1nc(SCc2c(F)cccc2Cl)nc(-c2ccccc2)[nH]1
→ -5, i, i, -6, ·, i, ·, i, i, i, i
O=C(CSc1nnc(-c2ccncc2)s1)Nc1ccc(Cl)c(C(=O)O)c1
→ 9, i, i, -7, i, i, 6, i, i, i, i
Cc1ccc(SCC(=O)Nc2ccccc2N2CCOCC2)cc1
→ -7, i, i, -12, i, i, -5, i, i, i, i
Cc1cccc(C(=O)N[C@H](C(=O)OCC(=O)NC2CCS(=O)(=O)C2)C(C)C)c1 (stereo not given in full)
→ -7, i, i, -7, i, i, -5, i, i, i, i
COc1ccc(-c2nc(CC(=O)O)cs2)cc1
→ 1, i, i, 4, i, i, -3, i, i, i, i
Cc1ccc(S(=O)(=O)CCc2nnc(NC(=O)COc3cccc(C)c3)s2)cc1
→ -1, i, i, -3, i, i, 4, i, i, i, i
O=C(Nc1cccnc1)c1ccc2c(c1)C(=O)N(CC1CCCO1)C2=O (stereo not given)
→ 2, i, i, 0, i, i, -2, i, i, i, i
COc1ccc(C2NC(=S)NC(C)=C2C(=O)c2ccccc2)cc1OC (stereo not given)
→ 29, i, i, -11, i, i, 6, i, i, i, i
CCN(CC)Cc1c(NC(=O)c2ccccc2)sc(C)c1C
→ -3, i, i, -9, i, i, -4, i, i, i, i
Cc1cc(C)c(OCC(=O)OCCNC(=O)c2cccnc2)c(C)c1
→ 2, i, i, -8, i, i, 4, i, i, i, i
COCCn1nc2cc(C(=O)NCC34CC5CC(CC(C5)C3)C4)ccc2c1OC
→ 1, i, i, -3, i, i, -7, i, i, i, i
CC(=O)c1cnc2c(-c3ccccc3)c(C)nn2c1C
→ 1, i, i, -2, i, i, -2, i, i, i, i

Reprinted at random: two compounds from above, in no set order.
Values run as follows: Platelet DG rel, TRPC4 PAM, TRPC4 act, hERG rescue, KCNK3 inh, KCNQ1 inh, DYRK1A inh, TRPC4 inh, KCNK9 inh, KCNQ1 pot, PolyA inh
CCOC(=O)c1sc(NS(=O)(=O)c2ccccc2Cl)nc1C
→ -3, i, i, -22, i, i, -3, i, i, i, i
CC(=O)c1cnc2c(-c3ccccc3)c(C)nn2c1C
→ 1, i, i, -2, i, i, -2, i, i, i, i

The list goes on.
Values run as follows: Platelet DG rel, TRPC4 PAM, TRPC4 act, hERG rescue, KCNK3 inh, KCNQ1 inh, DYRK1A inh, TRPC4 inh, KCNK9 inh, KCNQ1 pot, PolyA inh
Cc1ccc(S(=O)(=O)NC(=O)CSc2nc3ccccc3s2)cc1
→ 0, i, i, -8, i, i, 6, i, i, i, i
O=C(O)/C=C/C(=O)c1ccc2c(c1)CCc1ccccc1-2
→ 5, i, i, -17, i, i, -5, i, i, i, i
O=C(c1cccc(S(=O)(=O)N2CCc3ccccc3C2)c1)N1CCN(c2ccccc2)CC1
→ 13, i, i, -6, i, i, -5, i, i, i, i
COc1ccc(C2=CSC3=NCCN23)cc1[N+](=O)[O-]
→ 9, i, i, -5, i, i, 5, i, i, i, i
O=C(/C=C/c1ccc(Cl)cc1)N1CCN(c2ccccn2)CC1
→ 6, i, i, -9, i, i, -6, i, i, i, i
CC(C)(C)NCC(O)COc1c(F)cc(Br)cc1F (stereo not given)
→ 4, i, i, -7, i, i, -9, i, i, i, i
CCOc1ccc(NC(=O)CSc2nc(-c3cccs3)cc(C(F)(F)F)n2)c([N+](=O)[O-])c1
→ 1, i, i, -1, i, i, 1, i, i, i, i
CC(=C1C(=O)c2ccccc2C1=O)N1CCc2ccccc2C1
→ 2, i, i, -6, i, i, 4, i, i, i, ·
Cn1cnnc1SCC(=O)c1cccc([N+](=O)[O-])c1
→ -4, i, i, 3, i, i, 2, i, i, i, i
O=C(CN1CCC(NC(=O)Nc2ccc(F)cc2)CC1)Nc1ccccc1[N+](=O)[O-]
→ 2, i, i, -23, i, i, 7, i, i, i, i
COc1ccc(S(=O)(=O)CC(=O)Nc2ccccc2Cl)cc1
→ 2, i, i, -10, i, i, -4, i, i, i, i
COC(=O)c1cc(OC)c(OC)cc1NC(=O)CSc1ccc(C)cc1
→ 14, i, i, 1, i, i, 1, i, i, i, i
Cc1nc(SCc2ccc([N+](=O)[O-])cc2)n[nH]1
→ -5, i, i, -7, i, i, 4, i, i, i, i
CCN(CC)C(=O)Cn1cc(C(=O)C(=O)NCc2cccnc2)c2ccccc21
→ -3, i, i, -7, i, i, 7, i, i, i, i
COc1cccc(OCc2nnc3n2N=C(c2ccccc2)C(CC(=O)O)S3)c1 (stereo not given)
→ 8, i, i, -14, i, i, 2, i, i, i, i
CC1CCN(CC(=O)N2CCN(c3ccccc3)CC2)CC1
→ 8, i, i, -3, i, i, -2, i, i, i, i
CCN1CCCC1CNC(=O)C(=O)NC1CC1 (stereo not given)
→ 0, i, i, -20, i, i, -3, i, i, i, i
COc1cc(NC(=O)C2CCN(S(=O)(=O)c3ccc4c(c3)CC(C)N4C(C)=O)CC2)cc(OC)c1OC (stereo not given)
→ 7, i, i, -10, i, i, 4, i, i, i, i
CN(Cc1ccccc1)c1nc2c(c(=O)[nH]c(=O)n2C)n1CCCSc1ncccn1
→ 0, i, i, -17, i, i, -5, i, i, i, i
CSCC[C@H](NC(=O)OC(C)(C)C)c1nnc(SCc2ccccc2)o1
→ 1, i, i, -5, i, i, 1, i, i, i, i
CC(C)c1nc(SCC(=O)N2CC(=O)Nc3ccccc32)c2ccccc2n1
→ 23, i, i, -5, i, i, 0, i, i, i, i
CSc1ccc(CN2C(=O)NC3(CCCCC3)C2=O)cc1
→ -10, i, i, 0, i, i, 0, i, i, i, i
COc1ccc(C(=O)Nc2cc3c4c(c2)C(C)C(=O)N4CCC3)cc1OC (stereo not given)
→ 1, i, i, -9, i, i, -7, i, i, i, i
COc1ccc([N+](=O)[O-])cc1N(CC(O)CN1CCCCC1)S(=O)(=O)c1ccc(C)cc1 (stereo not given)
→ -1, i, i, -3, i, i, 0, i, i, i, i
CCOC(=O)C1CCN(C(=O)c2cc3c(=O)n4ccccc4nc3n2C)CC1
→ 1, i, i, -6, i, i, -1, i, i, i, i
C=CCN(C(=O)c1ccccc1)C1CCS(=O)(=O)C1 (stereo not given)
→ -3, i, i, -2, i, i, -4, i, i, i, i
CN(Cc1ccccc1)S(=O)(=O)c1ccc2[nH]c(=O)oc2c1
→ -14, i, i, -3, i, i, 2, i, i, i, i
CS(=O)(=O)N(CC(=O)N1CCN(Cc2ccccc2)CC1)c1ccccc1F
→ 0, i, i, -5, i, i, 4, i, i, i, i
N#Cc1ccccc1NC(=O)Nc1ccc(Cl)cc1
→ 5, i, i, -13, i, i, 3, i, i, i, i
Cc1ncc([N+](=O)[O-])n1CCOC(=O)NC(NCc1ccccc1Cl)C(Cl)(Cl)Cl (stereo not given)
→ -7, i, i, -10, i, i, -4, i, i, i, i
COc1cccc(OCC(O)CN2CCN(C(c3ccccc3)c3ccccc3)CC2)c1 (stereo not given)
→ 3, i, i, -25, i, i, -6, i, i, i, i
O=C(c1cccs1)c1coc2ccc(O)c(CN3CCOCC3)c12
→ 1, i, i, -10, i, i, 5, i, i, i, ·
CC(C)CC(=O)NCc1ccc(F)cc1
→ 0, i, i, -4, i, i, -2, i, i, i, i

Only part of the results is shown. The share of hits here may be higher or lower than overall.
